H37Rv inhibition – M. tuberculosis growth inhibition, HTS (AID 449762); M. tuberculosis H37Rv growth inhibition, 7H9 media; higher % means a stronger effect; inhibition, % at 25 µM, or IC50 in µM where a hit was titrated; 330,000 tested, 0.59% active; in the data active means a potency from the dose series; inconclusive means inhibition above about 70% without an active follow-up result;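 further: bacterial growth assessed after seven days of incubation; strong numbers were not always called active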
PhoP GFP inhibition – Inhibition of PhoP regulon, Salmonella typhi GFP reporter cells, confirmation, 4 h (AID 1850); Salmonella Typhi PhoP-promoter GFP reporter, fluorescence, 4 h; higher % means a stronger effect; inhibition, % at 50 µM; hits with a dose series show IC50 in µM; 310,000 tested, 0.33% active; in the data active means a potency from the dose series; inconclusive means inhibition mostly from about 25% at the one dose, without a potency; inactive means the rest, 99 in 100 with inhibition below about 19%;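 further: 0% = induced wells with vehicle and 100% = uninduced wells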
VEEV TC-83 Vero – inhibitors of VEEV TC-83 cytopathic effect, confirmation, Vero cells (AID 588727); Vero cells, VEEV TC-83 cytopathic effect inhibition; higher % means a stronger effect; inhibition, % at 20 µM, or IC50 in µM where a hit was titrated; 350,000 tested, 0.13% active; in the data active means a potency from the dose series; inconclusive means inhibition mostly from about 14% at the one dose, without a potency; inactive means the rest, 99 in 100 with inhibition below about 12%; further: strong numbers were not always called active
H1N1 NS1A inhibition – H1N1 influenza NS1A inhibitors, functional cell based assay (AID 504329); inhibition, % at 12.5 µM, or IC50 in µM where a hit was titrated; NS1A functional cell-based assay, percent inhibition; higher % means a stronger effect; 340,000 tested, 0.3% active; in the data active means a potency from the dose series; inconclusive means inhibition above about 27% without an active follow-up result; further: strong numbers were not always called active
tuberculosis growth – growth inhibition of non-replicating M. tuberculosis (AID 488890) | inhibition, % at 25 µM; hits with a dose series show IC50 in µM | 320,000 tested, 0.39% active | Mycobacterium tuberculosis non-replicating, growth inhibition; higher % means a stronger effect; in the data active means a potency from the dose series; inconclusive means inhibition mostly from about 82% at the one dose, without a potency; inactive means the rest, 99 in 100 with inhibition below about 76%;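 further: plate controls were DMSO cells for no effect and high antibiotic wells for full effect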
VEEV TC-83 Vero 10K pilot screen – recorded beside VEEV TC-83 Vero, whose call it bears; inhibition, %; measured here: 10K pilot screen inhibition
* = called active by the depositor; i = inactive; u = inconclusive; x = no result given. Not a hit list; overall some 1.4% were active at least once.

SMILES	H37Rv inhibition	PhoP GFP inhibition	VEEV TC-83 Vero	H1N1 NS1A inhibition	tuberculosis growth	others
O=C(O)c1cccc(Cn2c(Cl)c(/C=N/NC(=O)c3cccc(O)c3)sc2=O)c1	-5%	13%	0.6%	4%	5%
CCC/C=C1/CCCOC(C(=O)NCc2ccccc2)(C(F)(F)F)C1 (stereo not given)	-2%	-3%	i	-15%	-4%
Clc1ccccc1-c1nnc2sc(-c3ccc(Br)o3)nn12	4%	-1%	4.3%	2%	11%
O=C(NCCc1ccccc1)c1ccc2c(c1)OCCO2	-1%	-8%	1.0%	15%	4%
Cc1ccc(/C=C/C(=O)O)cc1S(=O)(=O)N1CCC(Cc2ccccc2)CC1	4%	4%	0.5%	-9%	12%
Cc1ccc(C(=O)N/C(=C/c2ccc(Cl)cc2)C(=O)NCC2CCCO2)cc1 (stereo not given)	4%	-6%	0.8%	3%	13%
Cc1onc(-c2c(F)cccc2Cl)c1C(=O)Nc1ccccc1N1CCOCC1	2%	-2%	1.1%	1%	6%
CC1CCCN(C(=O)COC(=O)c2cc([N+](=O)[O-])ccc2N2CCOCC2)C1 (stereo not given)	-2%	3%	5.5%	-1%	-13%
COc1ccc(CNc2ncnc3c2[nH]c2ccccc23)cc1	59%	84µM*	i	x	79%
O=C(Nc1cc(Cl)cc(Cl)c1)c1ccc(Cn2c(=O)[nH]c3ccsc3c2=O)cc1	-16%	-2%	0.8%	-13%	-8%
COC(=O)c1ccc(NC(=O)c2cnc3scc(C)n3c2=O)cc1	-1%	-11%	x	x	x
Cc1cc(C)cc(OCCNC(=O)C2CCN(S(=O)(=O)c3ccccc3)CC2)c1	-12%	-1%	6.0%	-7%	9%
O=C(Cc1ccc(Cl)cc1)Nc1ccccc1C(=O)N1CCCCC1	-3%	-2%	6.9%	-5%	13%
CCc1nc(N2CCN(C(=O)c3ccccc3)CC2)c(C#N)c2c1COC(C)(C)C2	16%	-6%	8.9%	-7%	26%
O=C(NNCc1ccccc1)c1ccccn1	x	x	i	15%	x

The last 2 compounds of the part before lead into the next:
SMILES	H37Rv inhibition	PhoP GFP inhibition	VEEV TC-83 Vero	H1N1 NS1A inhibition	tuberculosis growth	others
CCc1nc(N2CCN(C(=O)c3ccccc3)CC2)c(C#N)c2c1COC(C)(C)C2	16%	-6%	8.9%	-7%	26%
O=C(NNCc1ccccc1)c1ccccn1	x	x	i	15%	x
CCOC(=O)N1CCN(C(=S)NC2CCCC2)CC1	1%	-5%	0.3%	1%	-8%
COc1cc2c(cc1OC)CN(C(=O)Cc1ccc(OC)c(S(=O)(=O)N3CCOCC3)c1)CC2	5%	13%	0.7%	2%	0%
Cc1ccc(-c2c(C(=O)O)c(C(=O)O)c3n2CCC3)cc1	1%	1%	0.1%	-6%	-5%
COC(=O)C(C)C1Sc2ccccc2NC1=O (stereo not given)	1%	-5%	2.4%	-12%	-3%
CCOC(=O)[C@@H]1[C@H]2COc3ccc(Br)cc3[C@@H]2N2C(=O)N(c3cccc(C)c3)C(=O)[C@]12C	7%	-7%	i	6%	16%	VEEV TC-83 Vero 10K pilot screen=1.4
Cn1nccc1C(=O)N1CCCC(C(=O)c2ccc(C(F)(F)F)cc2)C1 (stereo not given)	5%	-3%	i	3%	16%
COc1cc(NC(=O)c2cc(-c3ccco3)on2)cc(OC)c1OC	0%	11%	4.3%	1%	-11%
Cn1c(=O)c2c(nc(SCCCC#N)n2Cc2ccccc2F)n(C)c1=O	-8%	-11%	6.6%	2%	15%
O=C(NCCc1ccccn1)C(F)(F)C(F)(F)C(F)(F)C(F)(F)C(F)(F)C(F)F	-4%	-6%	i	25%	-13%
COc1cccc(C2=CC(c3ccccc3)n3nnnc3N2)c1 (stereo not given)	7%	2%	i	-29%	45%
Cc1ccsc1/C=N/N=C/c1sccc1C	-18%	11%	1.0%	25%	8%
CC(C)OP(=O)(c1ccc(N(C)C)cc1)C(O)c1c(Cl)cccc1Cl (stereo not given)	-1%	-4%	5.6%	-1%	57%
Cc1cccc(N2C(=O)/C(=C/N3CCN(C(=O)c4ccco4)CC3)C(=O)NC2=S)c1	-3%	-8%	2.6%	10%	-15%
CC(C)c1nnc(NC(=O)CCC(=O)NC2CCCCC2)s1	0%	-2%	x	x	-3%
Cc1ccc(-c2nnn(CC(=O)N(Cc3ccccc3F)C(C(=O)NC3CCCC3)c3ccncc3)n2)o1 (stereo not given)	-4%	6%	0.8%	10%	43%
CCc1cc(C(=O)N2CCCC(C(=O)c3cccc(OC(C)C)c3)C2)n(C)n1 (stereo not given)	-2%	10%	1.1%	-10%	-1%
O=C(c1ccc(-c2ccccc2)cc1)C1CCCN(C(=O)c2ccncc2)C1 (stereo not given)	50%	5%	2.1%	-9%	5%
Cn1c(=O)c(N=O)c(N)n(Cc2ccccc2)c1=S	2%	0%	i	6%	43%	VEEV TC-83 Vero 10K pilot screen=0.5
O=[N+]([O-])c1ccc(C23CC4CC(CC(O)(C4)C2)C3)cc1	-6%	4%	x	x	9%
Cc1ccc(S(=O)(=O)N(C(=O)c2ccncc2)c2ccc(OC(=O)c3ccncc3)cc2)c(C)c1	0%	-2%	5.4%	-2%	1%
O=C(CC(c1ccccc1)c1ccccc1)Nc1ccc(Cl)cn1	2%	-21%	5.3%	2%	10%
CCc1ccc(NC(=O)CN2CCN(c3ccc(OC)cc3)CC2)cc1	x	x	0.6%	6%	x
Cc1ccc(N(CC(=O)N=Nc2c(O)[nH]c3ccccc23)S(C)(=O)=O)c(C)c1	-5%	4%	2.1%	-17%	-15%
COc1ccc(NC(=O)CN(C)C(=O)c2cccc(NS(=O)(=O)c3ccc(Br)cc3)c2)cc1	1%	-5%	5.2%	-7%	-3%
c1ccc2c(c1)Cn1nc(Cc3nc4c(s3)CCCC4)nc1-2	17%	2%	0.6%	-12%	12%
Cc1cc(C)cc(OCC(O)CN2CCN(C(=O)c3ccco3)CC2)c1 (stereo not given)	11%	-12%	i	4%	8%
O=C(CSc1nnc2scc(-c3ccc(Cl)cc3)n12)NCc1ccco1	-9%	-8%	0.4%	-5%	11%
CCCCn1c(N)c(N(CC(C)C)C(=O)c2ccc(N(C)S(=O)(=O)c3ccc(C)cc3)cc2)c(=O)[nH]c1=O	4%	2%	4.7%	-10%	6%
CCOC(=O)COc1cccc2c(=O)n(CC(=O)NCCc3ccccc3)ccc12	-5%	-3%	0.4%	6%	17%
O=C(Cn1c(C(F)(F)F)nc2ccccc21)c1ccc(Cl)cc1	-6%	-12%	1.1%	-17%	-6%
CC(=O)NNc1ncnc2c1cnn2-c1ccc(C)c(C)c1	-1%	6%	1.9%	1%	-11%
O=C(c1sc2ccccc2c1Cl)N(Cc1ccccc1)C1CCS(=O)(=O)C1 (stereo not given)	15%	17%	i	5%	22%
C=C1CCC2[C@](C)(CO)[C@H](O)CC[C@@]2(C)[C@@H]1C/C=C1\C(=O)OC[C@H]1O (stereo not given in full)	6%	13%	i	-8%	10%
CCOC(=O)C1=NOC2C3CC(C12)C1C(=O)N(CCc2ccc(OC)c(OC)c2)C(=O)C31 (stereo not given)	0%	3%	i	-13%	-10%
Cc1cc(=O)oc2c3c(cc(OCC(=O)NCc4ccccn4)c12)OC(C)(C)CC3	-7%	-8%	11%	0%	11%
CN(C)Cc1nc2c(c(=O)[nH]1)C(C)(C)Cc1ccccc1-2	u	-12%	1.0%	-11%	u
COc1c2ccc(C(=O)NCCCCc3ccccc3)cc2nn1C	-1%	0%	1.8%	-2%	1%
COc1cc(/C=C2\SC(=S)N(N3CCOCC3)C2=O)ccc1O	3%	-11%	i	-12%	-11%
O=C(CCc1ccccc1)N=C1SC2CS(=O)(=O)CC2N1Cc1ccccc1 (stereo not given)	5%	-14%	i	-8%	-3%
COc1ccccc1Nc1cc(C(=O)N2CCc3ccccc3C2)c2ccccc2n1	27%	-3%	x	x	36%
CC(C)(C)OC(=O)[C@H](Cc1ccccc1)NC(=O)c1[nH]cnc1C(=O)N[C@@H](Cc1ccccc1)C(=O)OCc1ccccc1	11%	13%	4.6%	-14%	4%
COC(=O)C(C(=O)Nc1ccccc1C)C1CCCC1 (stereo not given)	-9%	-6%	3.4%	-5%	8%
CC1CC(C)CN(C(=O)C2CCC(CNc3c(N4CCCCC4)c(=O)c3=O)CC2)C1 (stereo not given)	19µM*	9%	1.1%	-6%	40%
CC(=NCCCN1CCOCC1)c1c(O)n(-c2ccccc2C)c(=O)[nH]c1=O	3%	-13%	i	-1%	-10%
O=C(COC(=O)c1oc2ccccc2c1COc1ccccc1)NCCN1C(=O)CSC1=O	9%	1%	i	0%	9%

Quoted from the results shown (14 entries):
SMILES	H37Rv inhibition	PhoP GFP inhibition	VEEV TC-83 Vero	H1N1 NS1A inhibition	tuberculosis growth	others
Cc1ccc(S(=O)(=O)N(C(=O)c2ccncc2)c2ccc(OC(=O)c3ccncc3)cc2)c(C)c1	0%	-2%	5.4%	-2%	1%
O=C(CC(c1ccccc1)c1ccccc1)Nc1ccc(Cl)cn1	2%	-21%	5.3%	2%	10%
CCc1ccc(NC(=O)CN2CCN(c3ccc(OC)cc3)CC2)cc1	x	x	0.6%	6%	x
Cc1ccc(N(CC(=O)N=Nc2c(O)[nH]c3ccccc23)S(C)(=O)=O)c(C)c1	-5%	4%	2.1%	-17%	-15%
COc1ccc(NC(=O)CN(C)C(=O)c2cccc(NS(=O)(=O)c3ccc(Br)cc3)c2)cc1	1%	-5%	5.2%	-7%	-3%
c1ccc2c(c1)Cn1nc(Cc3nc4c(s3)CCCC4)nc1-2	17%	2%	0.6%	-12%	12%
Cc1cc(C)cc(OCC(O)CN2CCN(C(=O)c3ccco3)CC2)c1 (stereo not given)	11%	-12%	i	4%	8%
O=C(CSc1nnc2scc(-c3ccc(Cl)cc3)n12)NCc1ccco1	-9%	-8%	0.4%	-5%	11%
CCCCn1c(N)c(N(CC(C)C)C(=O)c2ccc(N(C)S(=O)(=O)c3ccc(C)cc3)cc2)c(=O)[nH]c1=O	4%	2%	4.7%	-10%	6%
CCOC(=O)COc1cccc2c(=O)n(CC(=O)NCCc3ccccc3)ccc12	-5%	-3%	0.4%	6%	17%
O=C(Cn1c(C(F)(F)F)nc2ccccc21)c1ccc(Cl)cc1	-6%	-12%	1.1%	-17%	-6%
CC(=O)NNc1ncnc2c1cnn2-c1ccc(C)c(C)c1	-1%	6%	1.9%	1%	-11%
O=C(c1sc2ccccc2c1Cl)N(Cc1ccccc1)C1CCS(=O)(=O)C1 (stereo not given)	15%	17%	i	5%	22%
C=C1CCC2[C@](C)(CO)[C@H](O)CC[C@@]2(C)[C@@H]1C/C=C1\C(=O)OC[C@H]1O (stereo not given in full)	6%	13%	i	-8%	10%

Next part.
SMILES	H37Rv inhibition	PhoP GFP inhibition	VEEV TC-83 Vero	H1N1 NS1A inhibition	tuberculosis growth	others
CC(=O)Nc1ccc(-c2nnc(SCC(=O)NCc3ccco3)n2C)cc1	x	-5%	5.4%	5%	10%
CC1(C)Cc2c(C#N)c(SCCC#N)nc(N3CCOCC3)c2CO1	0%	6%	1.2%	0%	1%
Cc1nn(Cc2ccc(Cl)cc2)c2sc(C(=O)O)cc12	-2%	-11%	1.3%	x	15%
O=C(O)c1ccccc1C(=O)NC1=NN(c2ccccc2)CC1	66%	-4%	0.9%	-26%	6%
CCC1CCCCN1CCCNC(=O)C1CCN(c2nnc(-n3cccc3)s2)CC1 (stereo not given)	-8%	5%	0.7%	5%	9%
